# D2 ag = HTS Assay for Allosteric Agonists of the Human D2 Dopamine Receptor: Primary Screen for Agonists | 340,000 tested, 0.53% active | HEK293 T-REx D2 cells, calcium flux agonist mode | activation, % at 2 µM | AID 485358, 2010 | D(2) dopamine receptor (Homo sapiens), P14416;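 active = activation over 3 SD above normal in the single-dose calcium agonist read, cut at about 30% in these data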; note: 0% is about no effect
#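 In this primary screen, compounds producing a positive calcium signal within 180 s of addition to tetracycline-induced, force-coupled HEK293 Trex D2 cells are flagged; cells are dye-loaded with a no-wash calcium kit beforehand.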
# TrxR1 substrate = qHTS Assay for Substrates of Mammalian Selenoprotein Thioredoxin Reductase 1 (TrxR1): qHTS | purified TrxR1 substrate turnover, NADPH consumption readout | Potency, µM (doses to about 114 µM), without a hit: top-dose activity change, negative = substrate turnover | 390,000 tested, 0.01% active | AID 588456, 2011; note: potency is the fitted concentration of half-maximal effect; % is set by controls: 0 for no effect and ±100 for the full control effect; nearly all actives have a fitted effect of over 50% in size
# Target sequence (O89049 whole entry, looked up): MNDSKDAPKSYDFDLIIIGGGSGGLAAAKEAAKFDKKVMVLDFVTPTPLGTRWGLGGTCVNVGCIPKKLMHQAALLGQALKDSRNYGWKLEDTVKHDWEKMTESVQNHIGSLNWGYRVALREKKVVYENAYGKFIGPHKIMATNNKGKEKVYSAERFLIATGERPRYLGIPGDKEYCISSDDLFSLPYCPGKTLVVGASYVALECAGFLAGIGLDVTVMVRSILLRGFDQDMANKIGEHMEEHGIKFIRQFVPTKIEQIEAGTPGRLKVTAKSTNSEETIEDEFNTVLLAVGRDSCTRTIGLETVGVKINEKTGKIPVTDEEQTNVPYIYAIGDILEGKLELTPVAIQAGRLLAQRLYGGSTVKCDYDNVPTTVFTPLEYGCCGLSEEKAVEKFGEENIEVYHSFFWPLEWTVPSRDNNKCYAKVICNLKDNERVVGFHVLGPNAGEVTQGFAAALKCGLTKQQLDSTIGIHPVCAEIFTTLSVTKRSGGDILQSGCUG
#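 Rat TrxR1, dispensed at 90 nM, was prereduced with 400 uM NADPH (final) for 5 min at ~22 deg C, then incubated with compound 15 min before 400 uM selenite. A first-read NADPH fluorescence drop versus no-compound background flagged substrates.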
# TRHR agonist = qHTS for Small Molecule Agonists and Allosteric Enhancers of Human TRH Receptor: Primary Screen for Agonists | Thyrotropin-releasing hormone receptor (Homo sapiens), P34981 | TRHR cells, calcium flux fluo-8, FDSS agonist mode | activation, % at 2 µM | 360,000 tested, 0.18% active | AID 493084, 2011; in the data active = activation above about 30%; note: 0% is about no effect
#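 Agonist-mode FDSS calcium read (Ex 480/Em 530, 1 s cycles) in 1536-well TRHR cells with fluo-8 dye, after 10-cycle baseline and 23 nL compound addition; TRH at EC20 (10 nM final) added afterwards for the enhancer phase.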
# PI4K2A inh = qHTS for small molecular inhibitors of PI4K2A. purified PI4K2A, ADP-Glo luminescence, 1 h; stronger effect = lower value. activity change, negative = inhibition, % at 76.9 µM. 420,000 tested, 0.13% active. AID 1346378, 2018; in the data active = activity change below about -50%; inconclusive = mostly about -30% to -49%;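 note: -100% = wells without enzyme as full effect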
#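 PI4K2A activity was measured by ADP-Glo luminescence: enzyme (4 ug/mL stock) and phosphatidylinositol (1.2 mM stock) in Tris pH 7.5/MgCl2/EGTA/Triton X-100 buffer were reacted with ATP (300 microM stock) for one hour at ambient temperature.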
# TrxR1 inh = qHTS Assay for Inhibitors of Mammalian Selenoprotein Thioredoxin Reductase 1 (TrxR1): qHTS | recombinant rTrxR1, NADPH fluorescence consumption, selenite substrate | Potency, µM (doses to about 114 µM), without a hit: at the top dose activity change, negative = inhibition, actives largely listed as inhibitors | 390,000 tested, 1% active | AID 588453, 2011; note: potency is the fitted concentration of half-maximal effect; % is set by controls: 0 for no effect and ±100 for the full control effect; nearly all actives have a fitted effect of over 65% in size
#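 Rat TrxR1 (90 nM in the dispensed reagent) was pre-reduced with 400 uM NADPH for 5 min at room temperature, then incubated with compound for 15 min. After 400 uM selenite was added, NADPH fluorescence (Ex 340/Em 450 nm) was followed for 8 min.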
# USP1-UAF1 inh = Inhibitors of USP1/UAF1: Primary Screen; Ubiquitin carboxyl-terminal hydrolase 1 (Homo sapiens), O94782; recombinant USP1/UAF1, Ub-Rhodamine cleavage fluorescence; Potency, µM (doses to about 57.1 µM), inactives show at the top dose activity change, negative = inhibition, most hits filed as inhibitors; 390,000 tested, 0.23% active; note: potency is the fitted concentration of half-maximal effect; % is set by controls: 0 for no effect and ±100 for the full control effect; nearly all actives have a fitted effect of over 60% in size; inactives centre near -12
#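 Step one: compound is pinned into 1nM USP1/UAF1 in HEPES pH 7.8 buffer with TCEP. Step two: 15 min room-temperature incubation. Step three: Ub-Rho (150nM final) starts cleavage, tracked by fluorescence over six one-minute reads.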
# TRHR enhancer = qHTS for Small Molecule Agonists and Allosteric Enhancers of Human TRH Receptor: Primary Screen for Enhancers | TRHR cells, fluo-8 calcium fluorescence, EC20 TRH enhancement | Thyrotropin-releasing hormone receptor (Homo sapiens), P34981 | AID 493056, 2011 | 360,000 tested, 0.66% active | enhancement, % at 2 µM; in the data active = enhancement above about 30%; note: 0% is about no effect
#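 Enhancer read-out: after compound pinning and an initial kinetic agonist-mode read, an EC20 of TRH (10 nM final) was injected and fluo-8 calcium signal (Ex 480/Em 530) followed at 1 s/cycle for 100 cycles in TRHR-expressing cells.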
# D2 antagonist = HTS Assay for Allosteric Antagonists of the Human D2 Dopamine Receptor: Primary Screen for Antagonists; D(2) dopamine receptor (Homo sapiens), P14416; HEK293 TREx D2 cells, calcium flux, dopamine EC80; inhibition, % at 10 µM; 340,000 tested, 2% active; AID 485344, 2010; in the data active = inhibition above about 30%; note: 0% is about no effect
#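 Cells plated overnight at 30 C with tetracycline; no-wash calcium dye, 30–90 min RT; 10 s baseline; compound pinned; 180 s read; EC80 dopamine added; another 180 s read.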
# mIDH1 inhibitor = qHTS for Inhibitors of mutant isocitrate dehydrogenase 1 (IDH1): qHTS | Isocitrate dehydrogenase [NADP] cytoplasmic (Homo sapiens), O75874 | IDH1-R132H enzyme, NADPH consumption, diaphorase/resazurin fluorescence | Potency, µM (doses to about 76.6 µM), for inactives: at the top dose activity change, negative = inhibition, hits mostly inhibitors | 390,000 tested, 0.093% active; note: potency is the fitted concentration of half-maximal effect; % is set by controls: 0 for no effect and ±100 for the full control effect; nearly all actives have a fitted effect of over 65% in size
# Target sequence (O75874 whole entry R132H, stated change not applied): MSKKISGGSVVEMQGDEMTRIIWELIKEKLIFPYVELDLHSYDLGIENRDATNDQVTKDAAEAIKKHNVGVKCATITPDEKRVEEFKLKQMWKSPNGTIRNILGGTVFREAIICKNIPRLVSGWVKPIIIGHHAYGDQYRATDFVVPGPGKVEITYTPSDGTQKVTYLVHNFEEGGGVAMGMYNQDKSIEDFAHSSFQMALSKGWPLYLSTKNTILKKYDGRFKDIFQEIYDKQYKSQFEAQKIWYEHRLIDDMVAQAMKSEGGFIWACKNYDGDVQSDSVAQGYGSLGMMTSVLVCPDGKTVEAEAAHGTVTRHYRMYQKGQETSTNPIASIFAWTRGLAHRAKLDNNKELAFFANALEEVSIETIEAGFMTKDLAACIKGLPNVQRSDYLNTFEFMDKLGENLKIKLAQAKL
#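 IDH1-R132H (0.5 ug/mL dispensed) in pH 7.5 Tris buffer was preincubated 30 min with compound, then given a substrate mix of 0.016 mM NADPH and 2 mM alpha-KG for 80 min at room temperature; remaining NADPH was read by diaphorase/resazurin fluorescence.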
# * = called active by the depositor; u = inconclusive; x = not tested or not shown; & = joins results of further samples; [ ] = dose if it differs, or a comment. Unless noted, calls come from the whole dose curve; as a rule, active = well fitted inhibition curve with a large enough effect; inconclusive = small, poorly fitted or top-dose-only effect; inactive = no such curve, though single readings can be large or run the other way.
SMILES,D2 ag,TrxR1 substrate,TRHR agonist,PI4K2A inh,TrxR1 inh,USP1-UAF1 inh,TRHR enhancer,D2 antagonist,mIDH1 inhibitor
CN(C)C(CNC(=O)c1ccc(S(=O)(=O)NCc2ccco2)cc1)c1ccccc1 (stereo not given),0.8,1%,0.6,3,-6%,-7%,10,21,-11%
CN1CCN(C(=O)c2ccc3c(c2)N(Cc2ccc(F)cc2)C(=O)c2ccccc2S3=O)CC1 (stereo not given),0.0&0.9,0%[57.1 µM],0.1&0.1,-2&-1,-36%&19%,-15%&-29%,3&2,-15,16%&-5%
Cn1cc[n+](C)c1COc1ccc(C=O)cc1,-0.1,0%,0.7,-4,17%,-19%,-3,1,7%
Cc1ccc(S(=O)(=O)N2CCOCC2)cc1NC(=O)CSc1nnc2n1CCCCC2,x,6%,x,-5,22%,-14%,x,x,4%
COc1ccc(C2c3ccc4ccccc4c3Oc3ncn(CCCO)c(=N)c32)cc1OC (stereo not given),x,2%[57.1 µM],1.7,-1,13%[57.1 µM],-11%,0,x,-4%
CCOC(=O)Cc1csc(SCc2nc3ccccc3c(=O)[nH]2)n1,-0.4,0%,-0.5,0,-14%,-19%,1,1,6%
O=C(CSc1nccn1Cc1ccc(Cl)cc1)Nc1ccc2c(c1)OCO2,-2.3,2%[57.1 µM],-0.5,4,26%[57.1 µM],-24%,-6,x,0%
c1ccc(-c2ccn3nnnc3n2)cc1,0.0,4%,0.1,-6,u,-11%,-5,2,2%
CCCN(CC1CC1)C(=S)Nc1ccc(C(C)=O)cc1,-0.6,-7%,0.0,3,-5%,-20%,2,-16,0%
COc1ccc(CN=C2NC(=O)CC(C(=O)Nc3ccc([N+](=O)[O-])cc3C)S2)cc1 (stereo not given),0.0,2%[57.1 µM],0.1,2,6%[57.1 µM],-16%,-1,-7,1%
CC1=NN(C(=O)COc2ccc(C)c(C)c2)C(O)(c2ccc(Cl)cc2)C1 (stereo not given),-0.8,-15%,-0.5,-4,-13%,1%,1,1,4%
Cc1c(NC(=O)C2C3C=CC(C3)C2C(=O)O)c(=O)n(-c2ccccc2)n1C (stereo not given),0.0,14%,0.6,2,25%,-10%,-4,2,1%
Cc1ccc(S(=O)(=O)N(C)C)cc1NC(=O)COC(=O)c1ccc2ccccc2n1,-0.8,-4%,-0.2,5,-11%,-3%,6,10,0%
CCOC(=O)N1CCN(CC(=O)Nc2cc(OCC)ccc2OCC)CC1,0.4,-12%,-0.2,-8,-10%,-17%,-3,3,8%
CCN(C(C)=O)c1nc(CSc2nnc(NC(C)C)s2)cs1,-1.5,3%,0.3,-2,13%,-4%,5,12,2%
Cc1ccc(S(=O)(=O)N(CC(=O)N/N=C/c2cccc3c2OCCO3)c2ccccc2F)cc1,3.6,6%[57.1 µM],10.0,-1,27%[57.1 µM],-22%,-10,-16,7%
O=C(O)c1ccccc1N(c1ccccc1)c1ccccc1,x,2%[57.1 µM],x,-1,5%[57.1 µM],1%,x,x,21%
C[C@H]1CN([C@@H](C)CO)C(=O)c2cccc(NC(=O)c3cnccn3)c2O[C@@H]1CN(C)C(=O)Nc1ccc2c(c1)OCO2,x,-2%,x,-1,u,-26%,x,x,4%
CCOc1ccc(-n2ccnc2SCC(=O)Nc2nnc(C)s2)cc1,0.5,-4%,-0.6,-3,20%[57.1 µM],-11%,4,-5,0%
Cc1cc(C(=O)COC(=O)c2cccnc2Cl)c(C)n1C,x,1%,x,-3,0%,-9%,x,x,6%

# As entered above:
# Entry of Cc1ccc(S(=O)(=O)N(C)C)cc1NC(=O)COC(=O)c1ccc2ccccc2n1 under D2 ag: -0.8
# Entry of CCN(C(C)=O)c1nc(CSc2nnc(NC(C)C)s2)cs1 under PI4K2A inh: -2

# Continued.
SMILES,D2 ag,TrxR1 substrate,TRHR agonist,PI4K2A inh,TrxR1 inh,USP1-UAF1 inh,TRHR enhancer,D2 antagonist,mIDH1 inhibitor
Cc1ccc(S(=O)(=O)NCCc2c[nH]c3ccccc23)cc1,-0.1,-4%,0.0,3,11%,-17%,-1,-1,10%
CCC(CC)C(=O)Nc1ccc(OCc2cc(=O)n3c4c(sc3n2)CCCC4)cc1,-1.1,-5%,-1.6,-23,-6%,-4%,-1,x,-7%
COc1cc(OC)cc(-c2c(C#Cc3ccsc3)c3cc(-c4ccc(OC)cc4F)ccc3n2C)c1,x,43%[activator][57.1 µM],x,-2,25%[57.1 µM],u,x,x,2%
COc1cc(-c2nnc(SCC(=O)Oc3ccccc3Cl)o2)cc(OC)c1OC,-0.2,-6%,-0.3,-1,2%,-16%,-1,x,0%
CCOc1ccc(NC(=O)c2ccc(NS(=O)(=O)c3cccc4cccnc34)cc2)cc1,x,-6%,x,3,13%,-19%,x,x,-5%
O=C(NCc1cccnc1)c1ccc([N+](=O)[O-])cc1,-1.8,13%[57.1 µM],0.0,1,18%[57.1 µM],-3%,0,24,-2%
C=CCOc1ccc2nc(NC(=O)OC)[nH]c2c1,-1.3,16%,-0.2,7,32%[activator],-20%,4,6,-1%
CCc1nc2cc3sc(CC)nc3cc2s1,-1.1,-3%,-1.0,-4,3%,-7%,-2,-4,0%
COc1ccccc1C1SCCN1S(=O)(=O)c1cccc(C(F)(F)F)c1 (stereo not given),0.5,4%[57.1 µM],0.4,1,15%,u,1,47*,9%
CSc1oc(-c2ccc(F)cc2)nc1S(=O)(=O)c1ccc(F)cc1,-0.2,3%[57.1 µM],-0.2,-2,21%[57.1 µM],-25%,2,-8,6%
Cc1cccc(C(=O)N2CCc3ccccc3C2)c1[N+](=O)[O-],0.9,4%,0.1,2,31%,-22%,-17,9,11%
CC1CCCCN1Cc1ccc(N)cc1 (stereo not given),1.0,3%,0.7,-4,4%,-21%,-1,-8,-2%
CCN(CC)c1nn2c(=O)c(C(=O)NCc3cccc(OC)c3OC)cnc2s1,-1.1,38%[activator][57.1 µM],0.2,-16,10%[57.1 µM],10%,-3,x,9%
COc1ccc(C2=NN(Cc3c(F)cccc3Cl)C(=O)CC2)cc1,x,-5%,0.0,4,14%,-5%,-5,x,7%
CSc1ccccc1NC(=O)c1cc2ncc(Br)cn2n1,-0.6,10%,0.1,-6,-17%,-11%,-1,7,19%
COc1ccc(NC(=O)C2CCCN(C(=O)Nc3ccc(F)cc3)C2)cc1 (stereo not given),0.4,1%,-0.7,-2,10%,-20%,14,3,1%
COc1ccc(CNC(=O)CCc2cn(C)c3ccccc23)cc1,-0.5,-7%,-0.2,0,-8%,-13%,-4,x,-10%
CCC(C)[C@H]1CNC(=S)N1CCc1cccc2ccccc12 (stereo not given in full),-0.4,-5%,-0.3,-7,-19%,-26%,2,6,3%
Cn1c(=O)[nH]c2c(Cl)nccc21,1.0,0%,0.7,2,7%,2%,1,-16,-10%
O=C(Nc1ccc(Br)cc1F)N1CCC(CN2CCc3ccccc3C2)CC1,2.5,2%,0.0,2,6%,-3%,13,x,-9%

# Full records, quoted from the list. Values in the order: D2 ag, TrxR1 substrate, TRHR agonist, PI4K2A inh, TrxR1 inh, USP1-UAF1 inh, TRHR enhancer, D2 antagonist, mIDH1 inhibitor
# CCC(C)[C@H]1CNC(=S)N1CCc1cccc2ccccc12 (stereo not given in full) in the list: -0.4, -5%, -0.3, -7, -19%, -26%, 2, 6, 3%
# CCN(CC)c1nn2c(=O)c(C(=O)NCc3cccc(OC)c3OC)cnc2s1 in the list: -1.1, 38%[activator][57.1 µM], 0.2, -16, 10%[57.1 µM], 10%, -3, x, 9%
# COc1ccc(C2=NN(Cc3c(F)cccc3Cl)C(=O)CC2)cc1 in the list: x, -5%, 0.0, 4, 14%, -5%, -5, x, 7%

# (next part)
SMILES,D2 ag,TrxR1 substrate,TRHR agonist,PI4K2A inh,TrxR1 inh,USP1-UAF1 inh,TRHR enhancer,D2 antagonist,mIDH1 inhibitor
Cc1ccc(N2CC(C(=O)N3CCC(C(=O)Nc4ccc(Br)cc4)CC3)CC2=O)cc1 (stereo not given),3.1,0%,-0.7,-5,4%,3%,0,11,-10%
Nn1c(Nc2ccccc2)nc2sc3c(c2c1=O)CCCC3,-0.8,-14%,-1.4,-2,12%[57.1 µM],-1%,1,-16,-1%
CC(=O)N1C(C(=O)O)Cc2c([nH]c3ccccc23)C1C (stereo not given),-0.5,4%,0.3,1,7%[57.1 µM],-13%,-4,-1,7%
CC(C)COC(=O)c1cc(-c2ccc(/C=N/n3cnnc3)o2)ccc1Cl,-0.2,-1%,0.0,2,-29%,-12%,-3,10,-4%
CS(=O)(=O)c1ccc(Cl)c(NC(=O)CSc2nncn2-c2ccccc2)c1,-1.3,9%[57.1 µM],0.4,-5,24%[57.1 µM],-4%,-2,-8,6%
O=C(Nc1ccccc1F)C1CCN(C(=O)NCc2ccccc2)CC1,0.5,7%[57.1 µM],0.3,0,13%[57.1 µM],0%,18,-6,-3%
Oc1ccc(Cl)cc1C1=NCCNC(C(F)(F)C(F)F)=C1,0.3,-7%,0.3,2,0%,-18%,-2,9,-8%
CCN(C(=O)COC(=O)CSc1ccc(C)c(C)c1)C1CCS(=O)(=O)C1 (stereo not given),0.1,1%,0.8,1,11%,-9%,6,-5,0%
CC1(C)C(c2cccs2)=NC(c2ccccc2)N1O (stereo not given),0.4,11%[57.1 µM],-0.2,5,15%,-3%,0,-1,5%

# Bioassay records from PubChem.
